Compound activity deposited in PubChem by Broad Institute.
ARNT TACC3 PPI – disrupts binding between human ARNT and TACC3; Q9Y6A5; AlphaScreen His-ARNT PAS-B/GST-TACC3 binding, luminescence; TACC3 fragment carries E629A point mutation; inhibition, % at 9.99 µM; actives 0.66% (n = 390,000);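 active means mean inhibition of replicates at least 50% and at least half of replicates each reaching 50%; inconclusive means half or more replicates reach 50% but mean below 50%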;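 further: 0% = complete ARNT plus TACC3 wells and 100% = ARNT alone without TACC3; many hits fall short of the cut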
esBAF inh – inhibitors of esBAF chromatin remodeling in mouse ES cells. Bmi1-luciferase knock-in reporter, 24 h; 100% = twice the neutral-well signal. reporter increase, % at 12.5 µM. actives 2% (n = 350,000). AID 602393; in the data active means activation above about 40%; inconclusive means no clear call, values can overlap the other calls;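 further: 0% = median of the plate's neutral control wells and 100% = double that signal; a rise in the Bmi1 reporter signal indicates esBAF inhibition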
RAD54 inh – blocks human RAD54 Holliday junction branch migration | FAM/BHQ fluorescence | inhibition, % at 10.4 µM | actives 0.14% (n = 360,000) | AID 602329;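 active means mean normalized replicate activity at least 40 and at least half of replicates scoring 40 or more; inconclusive means only one of the two criteria met; inactive means mean below 40 and under half of replicates reaching 40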;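 further: 0% = median of neutral control wells and 100% = median of positive control wells; inhibitors cause a drop in the FAM fluorescence signal; in these data hits start at about 50%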
Casp6 inh – inhibitors of human caspase-6; P55212; purified caspase-6, Z-VEID-R110 cleavage fluorescence; inhibition, % at 12.5 µM; actives 0.53% (n = 350,000); AID 686996;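 active means mean inhibition across replicates at least about 35%, with every replicate also reaching that limit, limit read from the data; inconclusive means only one of the two criteria met; inactive means neither criterion met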;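 further: 0% = median of neutral control wells and 100% = no fluorescence left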
RAD52 inh – RAD52 (human) annealing inhibition | P43351 | actives 0.46% (n = 360,000) | inhibition, % at 18.7 µM | AID 651710 | recombinant RAD52 DNA annealing, FRET fluorescence;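 active means every replicate showing at least 50% inhibition; inconclusive means mean inhibition at least 50% but not in every replicate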
Target sequence (P43351 whole entry, looked up): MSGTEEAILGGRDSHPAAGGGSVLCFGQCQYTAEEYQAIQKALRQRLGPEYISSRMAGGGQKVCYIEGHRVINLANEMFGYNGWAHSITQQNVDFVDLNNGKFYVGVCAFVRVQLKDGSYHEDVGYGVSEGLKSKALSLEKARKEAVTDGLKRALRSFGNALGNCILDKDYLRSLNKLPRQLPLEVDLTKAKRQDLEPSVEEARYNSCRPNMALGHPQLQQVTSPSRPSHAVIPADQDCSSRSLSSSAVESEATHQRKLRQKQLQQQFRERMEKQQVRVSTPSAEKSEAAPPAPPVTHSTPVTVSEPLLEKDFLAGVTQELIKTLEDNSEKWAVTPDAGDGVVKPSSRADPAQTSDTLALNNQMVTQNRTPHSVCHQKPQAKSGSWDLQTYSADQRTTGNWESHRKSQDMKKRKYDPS
E-sel inducer – E-selectin induction on HUVECs | P16581 | HUVEC E-selectin immunofluorescence imaging; normalized: neutral wells 0, TNF-alpha wells 100 | activation, % at 7.58 µM | actives 0.37% (n = 260,000) | AID 686992;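 active means mean E-selectin-positive cell signal at least 10% of the positive control, reached in at least 60% of replicates, without over 20% cell loss; inconclusive means no rule given, readout overlaps actives, possibly toxicity-flagged; inactive means the rest, including those meeting only one limit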;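 further: in these data hits start at about 27%; measured in HUVEC primary endothelial cells; signal is the percent of cells scored E-selectin positive by PE staining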
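Read-out: % PE-positive cells | Test system: HUVEC | Doses: One compound dose added by pin transfer | Buffer or medium: EGM-2 over gelatin coat | Signal: Immunofluorescence imaging | Benchmarks: TNF-alpha, DMSO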
PglD DTNB – blocks C. jejuni PglD acetyltransferase activity | purified PglD enzyme, DTNB colorimetric CoA detection | inhibition, % at 12.5 µM | actives 0.098% (n = 360,000) | AID 602405; in the data active means inhibition above about 16%, passing the limit was not always enough; inconclusive means no clear call, values can overlap the other calls; further: strong numbers were not always called active
ERp5 inh – inhibitors of human ERp5 | actives 0.05% (n = 350,000) | ERp5 insulin aggregation, absorbance 650 nm, 90 min | AID 651711 | inhibition, % at 9.99 µM | Q15084;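 active means mean replicate inhibition above about 25%, with every replicate also reaching it, limit read from the data, passing the limit was not always enough; inconclusive means only one of those two criteria met; inactive means neither criterion met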
Target sequence (Q15084 whole entry, looked up): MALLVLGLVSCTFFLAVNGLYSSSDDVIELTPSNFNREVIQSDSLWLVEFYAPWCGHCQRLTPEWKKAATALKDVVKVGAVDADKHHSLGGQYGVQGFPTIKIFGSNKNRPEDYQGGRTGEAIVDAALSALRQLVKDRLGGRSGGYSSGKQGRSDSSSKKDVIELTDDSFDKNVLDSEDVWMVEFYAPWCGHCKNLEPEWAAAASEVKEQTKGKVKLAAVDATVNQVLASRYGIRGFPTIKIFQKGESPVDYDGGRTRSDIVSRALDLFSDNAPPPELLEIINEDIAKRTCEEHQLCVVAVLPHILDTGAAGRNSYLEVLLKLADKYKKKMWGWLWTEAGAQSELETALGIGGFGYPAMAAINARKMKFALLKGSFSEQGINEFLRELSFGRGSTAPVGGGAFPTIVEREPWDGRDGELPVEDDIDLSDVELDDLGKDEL
Active calls of the source: *; u = inconclusive; x = not tested or not shown. No enrichment for hits; 3.2% or so of the library scored in one or more.

SMILES	ARNT TACC3 PPI	esBAF inh	RAD54 inh	Casp6 inh	RAD52 inh	E-sel inducer	PglD DTNB	ERp5 inh
CC(C)NC(=O)c1ccccc1NC(=O)C1CC(=O)N(C(C)C)C1 (stereo not given)	-4	9	0	1	-22	-0.4	5	-1
CCOC(=O)C1(C)CCCN1C(=O)c1ccccc1F (stereo not given)	x	-1	-2	0	7	-0.3	4	-1
CCOC(=O)c1cnc2cc(F)c(F)cc2c1N1CCN(C)CC1	-3	-2	16	-2	-6	0.1	-5	3
COCC(=O)N1CCC2(CC1)CN(Cc1nccs1)[C@H](CO)c1c2c2ccc(OC)cc2n1C	x	x	x	-1	-40	-0.1	x	4
CCN(CC(=O)NCCCn1ccnc1)S(=O)(=O)c1ccc(C)cc1	-31	5	2	-8	-13	x	x	u
CCCN(C)C[C@H]1OCCCC[C@@H](C)Oc2ccc(NS(=O)(=O)c3ccccc3)cc2C(=O)N([C@@H](C)CO)C[C@H]1C	-2	-3	3	-1	54*	0.7	2	-1
CN1CCCCN2[C@H](CO)[C@@H](c3ccc(C#CC4(O)CCCC4)cc3)[C@H]2C1	3	2	-12	-4	-5	-0.1	6	3
COc1ccc(NC(=O)Nc2ccc3c(c2)C(=O)N([C@@H](C)CO)C[C@H](C)[C@H](CN(C)S(=O)(=O)c2ccccc2)OCCCC[C@@H](C)O3)cc1	-8	12	-8	2	2	x	-2	-1
CCCN(C)C[C@@H]1Oc2cc(C#Cc3ccc(OC)cc3)ccc2S(=O)(=O)N([C@@H](C)CO)C[C@@H]1C	14	-5	0	1	14	-0.2	8	2
CC(=O)c1ccc(NC(=S)NC(=O)c2c(Cl)c(C)nn2C)cc1	-5	-12	4	x	x	x	0	x
Cc1ccc(NC(=O)CCS(=O)(=O)c2cc3c(cc2Cl)NC(=O)CO3)cc1	5	-5	-7	16	-2	x	-2	-2
Cc1nc2sccn2c(=O)c1S(=O)(=O)N1CCN(c2ccccc2)CC1	8	1	5	-2	3	x	0	9
Cn1c(C(=O)NCCCN2CCCCCC2)cc2c(=O)n(C)c3ccccc3c21	x	-4	44	-138	52*	-0.1	8	19
O=C(CNC(=O)c1ccco1)NCc1nc2ccccc2[nH]1	-3	-4	-9	2	-14	-0.7	-6	6
CN1CCc2c(sc3c2C(=O)NC(c2cccs2)N3)C1 (stereo not given)	1	34	-15	x	-79	x	2	1
COCC(=O)N(C)[C@H]1C[C@H]2c3cc(-c4ccccc4)ccc3CCN2C(=O)[C@H]1[C@H](C)O	2	4	4	-4	-13	-0.6	-2	6
CCCNC(=O)C[C@H]1CC[C@@H]2[C@H](COc3ccc(NC(=O)c4ccc(Cl)cc4)cc3C(=O)N2C)O1	-4	2	-20	0	7	0.1	-2	-4
C[C@@H]1CN([C@H](C)CO)C(=O)c2cc(C#CCC3CCCC3)cnc2O[C@H]1CN(C)CC1CCOCC1	-1	-10	11	-1	-1	-0.9	0	1
Cn1ncc(C#N)c1/N=C/N1CCCCC1	-3	-9	1	x	x	x	-3	x
CC(=O)N1CC[C@@H]2[C@H](CO)Nc3ccc(-c4ccc(F)cc4)cc3[C@@H]21	-1	18	-3	2	-17	1.0	9	-2
CC(OC(=O)c1ccc2c(=O)n3c(nc2c1)CCCCC3)C(=O)Nc1ccc(Cl)cn1 (stereo not given)	x	-6	-5	3	-11	-6.4	0	2
O=C1OC[C@@H]2CCCN2C(=O)[C@H](CC(=O)N(CCO)Cc2ccccc2)C/C=C\C[C@H]1Cc1ccc(F)cc1	x	7	5	1	-1	0.0	-2	-6
COc1ccc(Cn2cc(CN3CCc4onc(-c5ccccc5OC)c4C3=O)nn2)cc1	x	x	x	0	-6	0.1	x	-8
Cc1ccc(S(=O)(=O)N2CCOCC2)cc1NC(=O)COC(=O)CCOc1ccc(C(C)(C)C)cc1	-11	-1	-9	2	-9	-0.4	4	3
COc1ccc(N2C(=O)/C(=C/c3ccc([N+](=O)[O-])cc3)N=C2C)c(OC)c1	4	x	x	-4	-33	x	x	4
C(=N\n1cnc2ccccc21)/c1cccnc1	0	5	-1	x	x	x	4	x
CCCNC(=O)C[C@H]1CC[C@H]2[C@@H](COc3ccc(NC(=O)c4ccc5c(c4)OCO5)cc3C(=O)N2C)O1	2	-1	3	-3	8	0.0	3	-2
COc1ccc([C@H]2CC(=O)C=C(c3cccc(OC)c3)C2)cc1	1	-1	4	-5	-16	0.1	-4	3
CC(=O)Nc1sc2c(c1C(c1ccc(F)cc1)N1CCOCC1)CCCC2 (stereo not given)	8	-2	0	x	x	x	-6	x
Cc1ccc2c(c1)nnn2C1CCN(S(=O)(=O)c2ccc(C(=O)N3C(C)CCCC3C)cc2)CC1 (stereo not given)	3	-43	-11	x	x	x	-9	x
Cc1nc2sccn2c1P(c1c(C)nc2sccn12)c1c(C)nc2sccn12	-1	0	-4	x	x	x	-3	x
COc1ccc(OCCNC(=O)CCCO)cc1	-10	-2	x	0	-7	1.7	x	-1
O=C(COC(=O)c1ccc(S(=O)(=O)N2CCOCC2)cc1)NC1CCCCCCC1	-4	5	-2	-1	3	-0.7	1	5
CN(CCO)C(=O)C1CCN(c2ncc(C(F)(F)F)cc2Cl)CC1	-10	6	x	-3	-7	x	x	-7
Cc1ccc(Cl)cc1NC(=S)NCCCSC1CCCCC1	-3	0	-5	3	8	0.0	-1	-3
Cc1c(C)n(C)c2ccc(C(=O)NCCCN3CCN(c4ccc(F)cc4)CC3)cc12	9	-5	-2	-14	3	x	1	x
O=C(NCc1ccccc1)c1noc2c1CCCC2	2	23	1	x	x	x	-3	x
Cc1cccc(NC(=O)COc2cccc3c2CCN(C)C3=O)c1	-14	x	0	-1	-10	4.8	13	4
O=C(CSc1nc2[nH]ncc2c(=O)[nH]1)Nc1cccc([N+](=O)[O-])c1	-2	x	x	3	4	x	x	-3
C[C@@H]1CN([C@H](C)CO)C(=O)c2cc(NC(=O)c3ccncc3)ccc2O[C@H]1CN(C)Cc1ccncc1	1	-3	-1	1	1	0.4	0	-3
CC(C)NC(=O)Nc1ccc2c(c1)C(=O)N([C@H](C)CO)C[C@H](C)[C@H](CN(C)S(=O)(=O)c1ccccc1)OCCCC[C@H](C)O2	-1	3	5	1	-3	-0.1	-1	4
O=C1CN(C(=O)COC(=O)c2cc(S(=O)(=O)N3CCOCC3)ccc2Cl)c2ccccc2N1	3	6	x	5	-3	0.7	1	0
O=C(Cc1ccc(Cl)cc1Cl)OCC(=O)c1ccc[nH]1	-7	7	-6	x	x	x	3	x
COc1ccc(Cl)cc1C(=O)NC1CC(C)(C)NC(C)(C)C1	x	-11	-13	3	-4	0.2	8	10
CN(C(=O)c1ccccc1Cl)c1ccccc1	-5	-1	-2	x	x	x	-5	x
CCOc1ccc(S(=O)(=O)NCc2cccnc2)cc1C	-3	12	-13	-3	-11	x	-3	3
Cc1ccc(S(=O)(=O)N(C)CC(=O)O/N=C(\N)c2ccc([N+](=O)[O-])cc2)cc1	-7	2	-2	x	x	x	-4	x
CCCCN(CC)CCCNC(=O)c1cn(C)c2ccc(S(=O)(=O)N(C)C3CCCCC3)cc2c1=O	2	-9	-3	-24	5	x	-7	2
Cc1cc(C)nc(N2CCN(C(=O)c3ccc(S(=O)(=O)N4CCCCCC4)cc3)CC2)n1	1	-3	4	-1	-1	-0.1	-8	-4
NC(=O)CC(NC(=O)Cc1ccc(Br)cc1)c1ccc(NC2CCCCCC2)c([N+](=O)[O-])c1 (stereo not given)	-1	2	3	-1	-48	x	0	2
COc1cc(-c2coc3c(C(=O)NCc4ccncc4)cccc23)ccc1O	x	8	14	1	-11	-0.6	-1	-1
COc1ccc(S(=O)(=O)c2ccc(OC)c(OC)c2)cc1OC	16	-2	2	x	x	x	-4	x
CCc1ccc(-c2nc3ccc(Br)cc3c(C(=O)O)c2C)s1	-1	-8	x	9	-17	0.0	x	-2
O=c1cc(-c2ccccc2)[nH]c2ccc(F)cc12	-10	4	0	-3	-1	0.5	4	-1
CCCCNC(=O)CCN1N=C(c2ccccc2)CCC1=O	-5	-7	-2	-1	2	3.0	3	0
O=C(C[C@@H]1CC[C@H]2[C@@H](COC[C@H](O)CN2S(=O)(=O)c2ccc(F)cc2)O1)NCc1ccc(Cl)c(Cl)c1	1	1	-14	-3	-26	0.0	1	1
O=C(NNC(=O)c1cccnc1)NC1CCCCC1	-8	x	x	2	-21	x	x	-8
COc1cc(CN2CCN(Cc3ccccc3C(F)(F)F)CC2)cc(OC)c1OC	3	9	-1	-4	-11	-0.1	-3	0
CC(=O)C1=C(O)C(=O)N(CCCn2ccnc2)C1c1ccc(Br)cc1 (stereo not given)	3	-3	1	-2	-12	x	-3	-1
CC(C)c1ccc(S(=O)(=O)N2CCN(CC(=O)Nc3ccc(Cl)cc3F)CC2)cc1	-7	20	2	-3	-5	x	5	-6

4 records drawn at random from the list so far, as already listed:
SMILES	ARNT TACC3 PPI	esBAF inh	RAD54 inh	Casp6 inh	RAD52 inh	E-sel inducer	PglD DTNB	ERp5 inh
O=C(Cc1ccc(Cl)cc1Cl)OCC(=O)c1ccc[nH]1	-7	7	-6	x	x	x	3	x
CC(C)NC(=O)Nc1ccc2c(c1)C(=O)N([C@H](C)CO)C[C@H](C)[C@H](CN(C)S(=O)(=O)c1ccccc1)OCCCC[C@H](C)O2	-1	3	5	1	-3	-0.1	-1	4
CCOc1ccc(S(=O)(=O)NCc2cccnc2)cc1C	-3	12	-13	-3	-11	x	-3	3
CN(C(=O)c1ccccc1Cl)c1ccccc1	-5	-1	-2	x	x	x	-5	x

(list continues)
SMILES	ARNT TACC3 PPI	esBAF inh	RAD54 inh	Casp6 inh	RAD52 inh	E-sel inducer	PglD DTNB	ERp5 inh
COc1ccc(CN(C)C[C@H]2Oc3ccc(NC(=O)Nc4ccccc4)cc3CC(=O)N([C@H](C)CO)C[C@@H]2C)cc1	x	x	x	1	16	-0.2	x	9
C[C@@H]1CN([C@@H](C)CO)S(=O)(=O)c2ccc(C#CC(C)(C)O)cc2O[C@H]1CN(C)Cc1ccc(F)cc1	0	-1	-5	-1	10	0.6	4	0
CCOC(=O)CCn1c(=O)c2c(nc(Br)n2Cc2ccccc2)n(C)c1=O	-7	-6	-17	x	x	x	2	x
O=C(c1ccccc1)N(Nc1ccccc1)c1ccccc1	0	2	x	0	-14	x	x	-4
CC(=O)N1CC2(C1)[C@@H](c1ccccc1)[C@H](CO)N2Cc1cccc(Cl)c1	x	x	x	2	-11	-0.1	x	-2
CCNC(=O)C[C@H]1C=C[C@@H](NS(=O)(=O)c2ccc(C)cc2)[C@H](CO)O1	-37	-1	-3	3	-1	0.1	-1	0
COc1ccc(-c2nc3c4ccccc4ccn3c2Cc2ccsc2)cc1OC	x	20	-5	-2	-82	7.2	2	-3
COCCNC(=O)C1(C)CCN(Cc2ccccc2C#N)C1 (stereo not given)	x	-5	0	-3	-2	1.4	-4	-10
COc1ccccc1Nc1c([N+](=O)[O-])cc(C)cc1[N+](=O)[O-]	11	x	x	3	-3	x	x	-1
COCCNC(=O)C[C@H]1C[C@H]2c3cc(NC(=O)COC)ccc3O[C@H]2[C@H](CO)O1	-4	-2	8	0	-16	0.0	-3	-1
CCCCCCC(O)(c1ccccc1)C(CN1CCOCC1)c1ccccc1 (stereo not given)	16	1	-5	-1	-7	-0.2	-8	1
O=C(N[C@@H]1CC[C@@H](CCn2cc(C3(O)CCCC3)nn2)O[C@H]1CO)C1CC1	-4	3	6	4	-6	-0.1	1	2
CCn1c(Cc2cccn2C)nnc1SCC(=O)c1ccc(C)cc1	4	36	-1	x	x	x	4	x
